Screening results as filed in PubChem BioAssay.
Mdm2 MdmX PPI: human Mdm2/MdmX binding inhibition | AID 485346 | SaOS-2 split-luciferase Mdm2/MdmX complementation, luminescence | O15151+Q00987 | 330,000 compounds, 3% hits | inhibition, % at 8 µM;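 active = inhibition of at least 50% at 8 µM in the primary screen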
EBI2 antag: EBI2 (human) antagonism; P32249; inhibition, % at 5 µM; 360,000 compounds, 0.81% hits; AID 651636; EBI2 beta-arrestin recruitment, luminescence, 7a,25-OHC stimulated; in the data active = inhibition above about 38%;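 also: enzyme fragment complementation signal reports receptor beta-arrestin coupling in cells; 0% = agonist plus DMSO wells and 100% = wells without agonist; some results beyond the cut were filed as inactive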
Target sequence (P32249 whole entry, looked up, the tested form may be a part): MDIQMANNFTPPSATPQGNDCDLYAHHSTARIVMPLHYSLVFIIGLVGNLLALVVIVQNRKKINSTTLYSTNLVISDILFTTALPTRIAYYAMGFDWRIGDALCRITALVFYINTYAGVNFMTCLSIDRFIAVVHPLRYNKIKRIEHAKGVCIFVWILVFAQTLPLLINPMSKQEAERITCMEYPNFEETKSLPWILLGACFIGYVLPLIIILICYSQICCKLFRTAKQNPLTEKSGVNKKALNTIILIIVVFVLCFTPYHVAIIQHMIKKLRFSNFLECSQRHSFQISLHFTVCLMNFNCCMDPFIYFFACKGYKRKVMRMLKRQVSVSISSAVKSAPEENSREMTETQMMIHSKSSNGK
CCR6 antag: blocks CCL20-driven beta-arrestin recruitment at human CCR6. P51684. CHO-K1 CCR6 PathHunter beta-arrestin, luminescence, CCL20-stimulated. inhibition, % at 20 µM. 340,000 compounds, 0.49% hits. AID 493098;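 active = compounds whose inhibition of the agonist-driven luminescence signal at 20 µM reaches about 50%, limit read from the data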;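 also: cells stimulated with CCL20 at 14 nM final; plate controls were DMSO with CCL20 for no effect and DMSO without agonist for full effect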
Target sequence (P51684 whole entry, looked up): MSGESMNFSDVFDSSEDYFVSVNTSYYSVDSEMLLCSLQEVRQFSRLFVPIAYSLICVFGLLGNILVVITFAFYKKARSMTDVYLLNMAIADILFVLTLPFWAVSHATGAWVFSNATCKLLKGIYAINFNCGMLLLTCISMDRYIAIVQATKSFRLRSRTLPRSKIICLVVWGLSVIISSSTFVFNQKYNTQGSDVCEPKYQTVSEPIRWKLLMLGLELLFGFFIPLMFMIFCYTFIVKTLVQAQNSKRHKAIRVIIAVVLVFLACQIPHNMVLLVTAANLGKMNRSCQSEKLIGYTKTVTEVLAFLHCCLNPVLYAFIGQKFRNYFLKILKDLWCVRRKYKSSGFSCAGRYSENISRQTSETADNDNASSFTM
697 NFkB inh: inhibitors of the PMA/ionomycin-induced NF-kB reporter in 697 B cells | 330,000 compounds, 0.33% hits | inhibition, % at 4 µM | 697 B-cell NF-kB luciferase reporter, 16 h; in the data active = inhibition above about 35%
CXCR6 inh: CXCR6 (human) receptor inhibition; O00574; CHO-K1 PathHunter CXCR6 beta-arrestin, luminescence; inhibition, % at 20 µM; 360,000 compounds, 0.36% hits; in the data active = inhibition above about 34%, passing the limit was not always enough;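 also: antagonist mode with CXCL16 agonist at 10 nM final; 0% = 10 nM CXCL16 with DMSO and 100% = unstimulated wells without agonist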
Jurkat NFkB inh: lowers PMA/ionomycin-induced NF-kB signal in Jurkat cells; PMA/ionomycin-induced NF-kB luciferase reporter, luminescence; inhibition, % at 4 µM; 330,000 compounds, 0.53% hits; in the data active = inhibition above about 50%
UPR XBP1 act: activators of adaptive arm of unfolded protein response (XBP1). CHO-XBP1 luciferase reporter, IRE1-XBP1 UPR activation, luminescence; percent of tunicamycin response, DMSO as zero. activation, % at 20 µM. 330,000 compounds, 0.33% hits. AID 463104;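 active = versus positive control, 20 µM dose yields 30% or more activation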;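 also: 100% = tunicamycin at 10 µg/mL and 0% = DMSO only wells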
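Assay system: CHO-XBP1 luciferase reporter cells; Schedule: 6 h treatment, 37 °C; Detection: glow luminescence from Steady-Glo reagent; Benchmarks: high control tunicamycin 10 µg/mL final, low control DMSO vehicle only.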
CHOP UPR activ: apoptotic UPR (CHOP) activation | CHO-CHOP luciferase reporter, luminescence; percent of tunicamycin response over DMSO baseline | activation, % at 10 µM | 330,000 compounds, 0.34% hits | AID 449763;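 active = at 10 µM dose, activation of 40% or more, normalized to positive control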;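 also: 100% = tunicamycin at 10 µg/mL and 0% = DMSO alone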
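assay system = CHO CHOP reporter cells | amount = 500 CHO-CHOP cells per well | buffer or medium = F12 with 10% FBS | incubation = 16-18 h cell attachment, then 6 h compound exposure, 37 °C | detection = luminescence read with Steady-Glo | read-out = percent activation relative to tunicamycin control | controls = tunicamycin high control, DMSO low control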
Gli-Sufu block: Gli-Sufu pathway antagonism | Sufu-KO-LIGHT fibroblasts, Gli luciferase reporter luminescence | inhibition, % at 5 µM | 340,000 compounds, 0.74% hits;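 active = inhibition above about 55%, limit read from the data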;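 also: 0% = DMSO-treated cells and 100% = wells with medium but no cells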
Starred values were filed as active, the others as inactive; . = not tested or not shown.

SMILES | Mdm2 MdmX PPI | EBI2 antag | CCR6 antag | 697 NFkB inh | CXCR6 inh | Jurkat NFkB inh | UPR XBP1 act | CHOP UPR activ | Gli-Sufu block
C/C(=N\NC(=O)c1ccc2c(c1)OCO2)c1ccco1 | -25 | -12 | 2 | -17 | 4 | -82 | -3 | -3.3 | -31
Cn1cc(C=O)c2ccccc21 | 19 | 9 | 0 | 13 | -2 | -17 | 3 | -1.1 | -4
COc1ccccc1C(=O)OCC(=O)Nc1ccc(Cl)cn1 | -2 | 6 | 15 | 10 | -2 | 6 | 1 | 0.4 | -16
CCn1c(COc2ccccc2C)nnc1SCc1nc2ccccc2c(=O)[nH]1 | 29 | . | . | 9 | . | -1 | 4 | -0.4 | .
COc1ccc(CNC(=O)c2csc(Cc3ccc(Cl)cc3)n2)cc1 | 14 | 9 | -5 | -14 | 6 | 12 | 0 | -0.5 | -17
CC1CCN(C(=O)C2CCN(S(=O)(=O)c3cccnc3)CC2)CC1 | 7 | -3 | -4 | 5 | 3 | -16 | -3 | -0.5 | 5
O=C(CN1C(=O)c2ccccc2C1=O)c1ccccc1 | -5 | -1 | 34 | -4 | 9 | -3 | 0 | -0.7 | -3
CCCOc1ccc(-c2nc(C#N)c(N3CCN(C)CC3)o2)cc1 | 2 | -4 | 11 | -5 | 4 | -10 | 2 | -1.5 | 2
COc1ccc(NC(=O)CSc2nnc(-c3ccco3)n2N)cc1Cl | 13 | 5 | 12 | -1 | -2 | -3 | -2 | 1.2 | -9
CN1C(=O)/C(=C/c2ccc(OCc3cccc(F)c3)cc2)NC1=S | 36 | 14 | -23 | -12 | 2 | -7 | -1 | 20 | -4
CC(C)CC1NC(=O)N(Cc2nc3ccccc3s2)C1=O (stereo not drawn) | 1 | -9 | 6 | 13 | 0 | -6 | -2 | 1.3 | -15
CCOC(=O)N1CCN(C(=O)CCn2c(=O)[nH]c3ccsc3c2=O)CC1 | -44 | -4 | -7 | 28 | 2 | 8 | -2 | 1.4 | 5
CC(C)(C)c1ccc(S(=O)(=O)N2CC(C(=O)O)Oc3ccc(Cl)cc32)cc1 (stereo not drawn) | 0 | -3 | 17 | 9 | 5 | -5 | -3 | 1.3 | 14
CC[C@H](C)[C@H](NC(=O)OCc1ccccc1)C(=O)Nc1ccc(NC(C)=O)cc1 | -2 | 6 | -6 | 9 | -1 | 8 | -3 | 0.4 | 6
Cc1ccc2c(=O)cc(C(=O)NCCc3ccc(S(N)(=O)=O)cc3)oc2c1 | 21 | -2 | 11 | 1 | -4 | -14 | 0 | -2.3 | 1
COc1cc(SC)ccc1C(=O)NC(C)C | 4 | -10 | 8 | 4 | 3 | 4 | 2 | -1.5 | -4
Cn1c(Cc2ccccc2)nnc1SCC(=O)Nc1ccc2c(c1)OCO2 | -8 | -6 | 0 | 12 | 4 | 1 | -2 | -0.4 | 4
Cn1cnnc1SCC(=O)Nc1ccc(Cl)cc1 | -3 | 4 | -7 | -10 | 10 | -4 | -6 | -1.2 | -2
COc1cccc(/C=C2/SC(=O)N(C)C2=O)c1OCc1ccc(C(=O)O)cc1 | -9 | -12 | 10 | 1 | 0 | -8 | -2 | 1.1 | 3
CC1CCCN(S(=O)(=O)c2ccc(Br)s2)C1 (stereo not drawn) | 19 | 6 | 15 | 20 | -6 | -1 | -5 | -1.0 | 3
O=C(/C(=N/O)c1ccccc1)c1ccccc1 | . | 2 | 12 | . | -7 | . | . | . | -2
O=C(Nc1ccc2c(c1)C(=O)OC2)c1ccccc1Cl | -7 | 7 | -3 | 0 | -4 | -9 | 1 | 0.1 | -19
COc1ccc(N2CCN(C(=S)Nc3cccc(C)c3C)CC2)cc1 | 13 | 3 | -5 | -11 | 1 | -7 | -2 | -2.7 | 4
COc1ccc(C(c2c(O)ccc3ccccc23)N2CCOCC2)c(OC)c1 (stereo not drawn) | -28 | 21 | 8 | -81 | 13 | -79 | 10 | 28 | -24
Cc1cc(C)n(-c2ncnc3sc(C)c(C)c23)n1 | 3 | 5 | -19 | 4 | 0 | 4 | -3 | -1.4 | -52
CCOc1ccc(/C(O)=C2\C(=O)C(=O)N(CCOCCO)C2c2ccccc2OC)cc1 (stereo not drawn) | -24 | -2 | -3 | 13 | -8 | -7 | -2 | -0.9 | 3
CCCN(CCC)CCNC(=O)C1(O)c2ccccc2NC(=O)N1c1cccc(OC)c1 (stereo not drawn) | 10 | 4 | 6 | 4 | 1 | 9 | -1 | -0.5 | 3
CCOc1ccc(NC(=O)CN(C)C(=O)c2ccccc2-n2cnnn2)cc1OCC | 12 | -15 | 9 | -11 | 2 | 6 | 0 | 0.1 | -7
O=C(O)CNC(=O)CCCn1nnc2ccccc2c1=O | 9 | -2 | 6 | 8 | 0 | 1 | -2 | 2.5 | 2
Cc1ccccc1Nc1nc(N)c2ccccc2n1 | -184 | -6 | 14 | -101 | 10 | -142 | -1 | -0.1 | -52
CCN1CCN(Cc2ccc(NC(=O)c3cc(NC(=O)c4cncc(-c5cccs5)c4)cc(OC)c3)cc2C(F)(F)F)CC1 | 97* | -4 | 28 | 9 | 21 | 7 | 2 | 5.3 | 4
CCc1ccc(NC(=O)NC2CCCCCCC2)cc1 | -170 | 14 | 1 | -210 | -3 | -147 | 20 | 2.3 | -95
Cc1ccc(-n2nnnc2SCc2nnc(-c3ccccc3Br)o2)cc1 | 21 | 1 | 14 | -6 | 10 | -7 | -1 | 1.2 | -7
Cc1ccc(S(=O)(=O)N(C)C)cc1NC(=O)COc1ccc(-c2nnco2)cc1 | 8 | 5 | 7 | 7 | 2 | -1 | -2 | 0.3 | -6
O=C1NCCC12C(=O)Nc1ccccc12 (stereo not drawn) | 15 | -3 | -6 | 1 | 3 | 0 | -2 | 0.6 | -1
CN1CCN(S(=O)(=O)c2cccc(C(=O)NC3(C)CCS(=O)(=O)C3)c2)CC1 (stereo not drawn) | 19 | -5 | 3 | 30 | -4 | 4 | 2 | 3.4 | -7
CCC(=O)Nc1ccc(C(=O)NNC(=O)c2cccs2)cc1 | 11 | -13 | -23 | -5 | 5 | -2 | 1 | -2.4 | 3
COc1ccc(C(=O)Nc2cc(C(F)(F)F)ccc2Cl)cc1OC | 9 | 3 | -17 | 7 | 0 | -9 | -1 | -0.8 | 7
Cc1cccc(NC(=O)c2onc3c2CCCC3)c1C | -79 | 5 | -1 | -113 | 4 | -82 | 9 | 3.3 | 11
CCC(C(=O)NCc1cccnc1)n1nc(C)c2sc3ccccc3c2c1=O (stereo not drawn) | 21 | 1 | 13 | 9 | 1 | -9 | -3 | 1.5 | 1
Cc1ccc(OCCc2csc(N)n2)cc1 | 5 | -5 | 6 | -40 | -2 | -13 | 1 | 3.8 | -31
CSc1cc(-c2ccc(Cl)cc2)c(C(=O)NN)s1 | 19 | 13 | -1 | 14 | -10 | 13 | -1 | -1.5 | -9
CC(CNC(=O)CN(C)CC(=O)Nc1ccccc1Br)c1ccccc1 (stereo not drawn) | 20 | 11 | -1 | 12 | -5 | 9 | -2 | -0.9 | 6
CCCCCOc1ccccc1C(=O)NCCCCCC(=O)O | 0 | 0 | 1 | 24 | 2 | 2 | 2 | 0.9 | 0
CC(/C=N/NC(=O)Cc1cccn1C)=C\c1ccco1 | -26 | 20 | -8 | -17 | 0 | 1 | 2 | 2.4 | 5
COc1nc(-c2ccc(C)cc2)ccc1-c1noc(-c2cccnc2)n1 | 26 | 7 | -2 | -9 | -11 | -14 | 4 | 0.3 | 3
Cc1ccc(C(=O)Cc2nnc(C)s2)cc1 | -19 | -7 | 13 | -45 | -1 | -20 | 1 | 1.3 | -27
Cc1nc(NC(=O)CN2CC(C)OC(C)C2)sc1C(=O)N(C)C (stereo not drawn) | 22 | -10 | 7 | 4 | 0 | -3 | -3 | 0.8 | -9

13 of the compounds above, with values under each structure.
Order of results – Mdm2 MdmX PPI | EBI2 antag | CCR6 antag | 697 NFkB inh | CXCR6 inh | Jurkat NFkB inh | UPR XBP1 act | CHOP UPR activ | Gli-Sufu block
- CN1CCN(S(=O)(=O)c2cccc(C(=O)NC3(C)CCS(=O)(=O)C3)c2)CC1 (stereo not drawn)
  19 | -5 | 3 | 30 | -4 | 4 | 2 | 3.4 | -7
- CCC(=O)Nc1ccc(C(=O)NNC(=O)c2cccs2)cc1
  11 | -13 | -23 | -5 | 5 | -2 | 1 | -2.4 | 3
- COc1ccc(C(=O)Nc2cc(C(F)(F)F)ccc2Cl)cc1OC
  9 | 3 | -17 | 7 | 0 | -9 | -1 | -0.8 | 7
- Cc1cccc(NC(=O)c2onc3c2CCCC3)c1C
  -79 | 5 | -1 | -113 | 4 | -82 | 9 | 3.3 | 11
- CCC(C(=O)NCc1cccnc1)n1nc(C)c2sc3ccccc3c2c1=O (stereo not drawn)
  21 | 1 | 13 | 9 | 1 | -9 | -3 | 1.5 | 1
- Cc1ccc(OCCc2csc(N)n2)cc1
  5 | -5 | 6 | -40 | -2 | -13 | 1 | 3.8 | -31
- CSc1cc(-c2ccc(Cl)cc2)c(C(=O)NN)s1
  19 | 13 | -1 | 14 | -10 | 13 | -1 | -1.5 | -9
- CC(CNC(=O)CN(C)CC(=O)Nc1ccccc1Br)c1ccccc1 (stereo not drawn)
  20 | 11 | -1 | 12 | -5 | 9 | -2 | -0.9 | 6
- CCCCCOc1ccccc1C(=O)NCCCCCC(=O)O
  0 | 0 | 1 | 24 | 2 | 2 | 2 | 0.9 | 0
- CC(/C=N/NC(=O)Cc1cccn1C)=C\c1ccco1
  -26 | 20 | -8 | -17 | 0 | 1 | 2 | 2.4 | 5
- COc1nc(-c2ccc(C)cc2)ccc1-c1noc(-c2cccnc2)n1
  26 | 7 | -2 | -9 | -11 | -14 | 4 | 0.3 | 3
- Cc1ccc(C(=O)Cc2nnc(C)s2)cc1
  -19 | -7 | 13 | -45 | -1 | -20 | 1 | 1.3 | -27
- Cc1nc(NC(=O)CN2CC(C)OC(C)C2)sc1C(=O)N(C)C (stereo not drawn)
  22 | -10 | 7 | 4 | 0 | -3 | -3 | 0.8 | -9

More structures follow:
SMILES | Mdm2 MdmX PPI | EBI2 antag | CCR6 antag | 697 NFkB inh | CXCR6 inh | Jurkat NFkB inh | UPR XBP1 act | CHOP UPR activ | Gli-Sufu block
CCOC(=O)N1CCC(n2c(SCC(=O)NCc3ccco3)nc3ccsc3c2=O)CC1 | -7 | 9 | 9 | 14 | 3 | 7 | -1 | -0.1 | 11
CCC(C)C(NC(=O)OC(C)(C)C)C(=O)NC(C(=O)NC(C)C(N)=O)C(C)C (stereo not drawn) | 11 | -1 | -2 | 4 | -12 | -2 | -1 | 1.1 | -3
O=c1[nH]c(=O)c2[nH]c(=S)n(-c3ccccc3)c2[nH]1 | . | -2 | 2 | . | -5 | . | . | . | -3
COc1cc(NC(=O)c2sc3ncn(CC(=O)N4CCCC(C)C4)c(=O)c3c2C)cc(OC)c1OC (stereo not drawn) | 28 | -3 | 24 | 14 | -10 | -7 | -3 | 0.8 | 11
